# High-throughput results: PubChem, several laboratories
# T cell HTS = modulates CD8 T cell binding to vesicles; 2C CD8+ T cell-vesicle binding, flow cytometry; active compounds read low; calls only at 7 µM; 330,000 tested, 0.068% active; AID 2052;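 active = response, share of CD8 T cells binding vesicles, and their 90th percentile fluorescence all below set limits, cut at about 80% in these data, passing the limit was not always enough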
#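 Material: 2C TCR transgenic mouse naive CD8+ T cells, MACS-purified. Also added: QL9-charged Drosophila Ld/ICAM-1/B7-1 vesicles. Timing: binding 1.5 h at 37 °C. Measured by: high-throughput flow cytometry with anti-B7-1 and anti-CD8 staining. Read-out: percent CD8+ FL2 mean versus row control. Controls: Unloaded micro-vesicles (low), QL9 vesicles with 0.7% DMSO (high).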
# Autophagy HCS = autophagy modulation, high-content screen; MEF GFP-LC3 puncta imaging; test concentration mostly 10 µM; AID 463193; 190,000 tested, 0.98% active; calls only at 10 µM (by protocol);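 active = percentage of spot-positive cells more than 3 SD above its plate mean, without a fluorescence outlier flag or 80% toxicity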;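 note: spot-positive cell cutoff set from DMSO-treated cells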
# b-catenin transl = alters nuclear translocation of beta-catenin in HeLa cells; immunofluorescence imaging; nuclear translocation activity, % at 5 µM; 190,000 tested, 0.3% active; AID 1665;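 active = nuclear translocation activity above 50% at 5 µM, with a well cell count of 50 or more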;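 note: per-cell ratio of nuclear to cytoplasmic median beta-catenin stain intensity; plate controls were DMSO negative control for no effect and GSK-3 inhibitor IX positive control for full effect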
#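 Technique: fluorescence imaging of beta-catenin antibody stain plus DAPI / Material: human HeLa cell line / Incubation: compound treatment 24 h, 37°C, 5% CO2 / Read-out basis: % activation of per-cell nuclear versus cytoplasmic median beta-catenin signal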
# TNAP activators = stimulation of alkaline phosphatase TNAP activity – biochemical, luminescent, no phosphate acceptor, uHTS, primary screen (AID 1001) | one-dose activation fold at 20 µM; EC50 in µM for titrated hits | 200,000 tested, 0.03% active | purified TNAP, luminescent activation assay, no phosphate acceptor; higher activation fold means a stronger effect; in the data active = activation fold from about 3, or a potency from the dose series; inactive = the rest, 99 in 100 with activation fold below about 1.6; note: many of its hits are not listed in these tables
# PMI inhibitors = inhibitors of human PMI, primary screen, biochemical, fluorescence intensity, coupled assay (AID 1209); purified PMI enzyme, coupled fluorescence intensity; higher % means a stronger effect; inhibition, % at 20 µM, or IC50 in µM where a hit was titrated; 190,000 tested, 0.42% active;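 note: plate controls were DMSO vehicle for no effect and wells lacking substrate for full effect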
# Insulin prom up = MIN6 insulin promoter up-regulation; MIN6 insulin promoter-GFP reporter, high-content imaging; active compounds read high; z-score at 5 µM; 190,000 tested, 0.3% active; AID 1625;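 active = z-score above 3 at 5 µM with at least 500 cells counted in the well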
# Hep lipid drop = modulators of hepatic lipid droplet formation. inhibition, % at 6.5 µM. AML12 mouse hepatocytes, oleate lipid droplets, BODIPY imaging. 240,000 tested, 0.4% active;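 active = lipid droplet intensity inhibited by at least 50%, with more than 500 cells counted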
#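 System: AML12 hepatocytes (mouse). Probe or stimulus: oleic acid at 100 µM to induce lipid droplet formation. Times: overnight treatment with compound plus oleate. Detection: Image-based BODIPY and DAPI two-channel analysis. Evaluation: percent inhibition of filter-corrected integrated lipid droplet intensity per well.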
# MT stabilize HCS = stabilizes microtubules in HeLa cells | HeLa tubulin immunostaining HCS, 24 h; share of cells brighter than vehicle mean+2SD | % tubulin-high responders, % at 10 µM | 200,000 tested, 0.83% active;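 active = plate Z-score above 3 for both tubulin-high and condensed-nucleus cell shares, with cell loss under 80%, at 10 µM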;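 note: anti alpha tubulin signal scored within the nucleus-defined area of each cell; some results filed as inactive read as strong as hits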
# human PMI inhibitors = human PMI inhibitors, high substrate, primary screen, biochemical, fluorescence intensity, high mannose 6-phosphate (AID 1220). inhibition, % at 20 µM, or IC50 in µM where a hit was titrated. 190,000 tested, 0.66% active. recombinant PMI enzyme, coupled fluorescence intensity; higher % means a stronger effect
# Insulin prom up cell count = further read-out of Insulin prom up, marked with its call; cell count; measured here: cytotoxicity, nuclei count;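 total cells summed across four imaged fields per well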
# Hep lipid drop cells 6.5 µM = also measured in Hep lipid drop; calls as there; cell count; measured here: cell count, cytotoxicity flag;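 cells counted across two imaged fields per well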
# b-catenin transl cell count 5 µM = also measured in b-catenin transl; calls as there; cell count; measured here: cell count, cytotoxicity flag
# T cell HTS vesicle-bound % = further read-out of T cell HTS, marked with its call; double positive events, %; measured here: CD8+ vesicle-bound cell fraction;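 binding gate set so that unloaded-vesicle control wells show 10% double positive cells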
# MT stabilize HCS Hoechst-high % = second read-out of MT stabilize HCS, no call of its own (marks repeat the call); % Hoechst-high responders; measured here: nuclear condensation Hoechst responders;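 share of cells brighter than vehicle mean plus two SD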
# MT stabilize HCS cytotoxicity % = further read-out of MT stabilize HCS, marked with its call; toxicity, %; measured here: cytotoxicity by cell density;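 0% = mean cell density of plate MIN control wells and 100% = no cells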
# Autophagy HCS cell loss 18 h = recorded beside Autophagy HCS, whose call it bears; toxicity, %; measured here: cell loss, nuclei count;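 cell loss after 18 h compound exposure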
# * marks the source's active call; other numbers are inactive results; i = inactive; x = no result given; + = active, no number. Cut-off read from the data, not from the text of the source, unless noted: active = inhibition above about 50%; inactive = the rest.
SMILES,T cell HTS,T cell HTS vesicle-bound %,Autophagy HCS,Autophagy HCS cell loss 18 h,b-catenin transl,b-catenin transl cell count 5 µM,TNAP activators,PMI inhibitors,Insulin prom up,Insulin prom up cell count,Hep lipid drop,Hep lipid drop cells 6.5 µM,MT stabilize HCS,MT stabilize HCS Hoechst-high %,MT stabilize HCS cytotoxicity %,human PMI inhibitors
CCOC(=O)CCc1c(C)nc(SCCCn2c(=O)[nH]c3ccccc32)c(C#N)c1C,i,45,i,-7,0.5,1068,1.1,1%,-0.15,1790,-1,678,2.9,1.1,5.2,-12%
Cc1cccc(-n2ncc3c(N4CCC(C)CC4)ncnc32)c1,i,43,i,-27,x,x,1.2,11%,0.78,790,x,x,3.3,3.3,7.0,20%
CCC1C(=O)CC(c2ccco2)NC1c1ccco1 (stereo not given),i,31,i,-7,-3.9,1188,1.1,-22%,0.93,1355,-2,725,3.2,1.3,2.9,-14%
COc1cc(CC(=O)Nc2ccc3nc(SC)sc3c2)cc(OC)c1OC,i,39,x,x,1.3,1289,x,x,-0.21,1071,-18,733,x,x,x,x
Cc1cc(C)c(NC(=O)C2CCCN2CCO)c(C)c1 (stereo not given),i,27,i,0,x,x,1.1,3%,-0.1,1294,-26,679,2.6,1.9,13,-4%
Cc1ccccc1OCc1nc2ccccc2c(=O)n1/N=C/c1cn[nH]c1-c1ccc(Br)cc1,i,2,i,9,26,222,1.1,14%,-0.3,1078,-7,662,26,2.5,33,18%
Cc1cc(C(=O)N/N=C/C=C/c2cccc([N+](=O)[O-])c2)n[nH]1,i,24,i,3,-1.6,1099,2.4,-4%,-0.72,1076,17,691,1.3,3.0,7.3,-5%
S=C(NC1CCCCC1)N1CCOCCOCCN(C(=S)NC2CCCCC2)CCOCCOCC1,i,22,x,x,-0.8,1313,x,x,-1.6,840,-1,685,x,x,x,x
CC1=CN2C(=N)/C(=C/c3ccco3)C(=O)N=C2S1,i,40,i,4,-0.6,956,0.9,-14%,0.18,1385,28,741,1.6,1.8,0.5,-7%
O=C(NN1CCOCC1)c1cc(S(=O)(=O)Nc2cccc(C(F)(F)F)c2)ccc1Cl,i,62,i,17,0.6,1033,1.1,14%,0.8,1569,5,642,4.2,2.6,5.9,10%
O=C(N/N=C/c1ccc(OC(F)F)cc1OC(F)F)c1cccc(S(=O)(=O)N2CCOCC2)c1,i,49,i,5,0.6,1164,1.2,4%,-0.55,1288,4,671,2.9,2.9,4.8,0%
COc1cccc(N2CCN(CC(=O)NC(=O)NCc3ccco3)CC2)c1,i,26,i,3,0.0,1105,1.1,-11%,0.1,1178,24,804,1.3,1.7,5.9,18%
CCOC(=O)N1CCN(C(=O)CSc2nnc(-c3cc(OC)ccc3OC)o2)CC1,x,x,i,-4,0.4,1122,1.1,7%,-0.09,1112,-3,723,2.0,1.7,9.4,4%
CCOC(=O)C1=C(C)NC2=C(C1c1ccc([N+](=O)[O-])cc1)S(=O)(=O)c1ccccc12 (stereo not given),i,26,i,7,1.9,968,1,12%,0.83,788,-1,812,2.9,1.1,6.4,14%
O=C(CSc1nnc(COc2ccccc2)n1Cc1ccco1)c1ccc(F)cc1,i,33,+,4.2*,0.7,837,1,4%,0.55,974,x,x,5.2,2.4,5.2,3%

# 3 entries drawn at random from those above:
SMILES,T cell HTS,T cell HTS vesicle-bound %,Autophagy HCS,Autophagy HCS cell loss 18 h,b-catenin transl,b-catenin transl cell count 5 µM,TNAP activators,PMI inhibitors,Insulin prom up,Insulin prom up cell count,Hep lipid drop,Hep lipid drop cells 6.5 µM,MT stabilize HCS,MT stabilize HCS Hoechst-high %,MT stabilize HCS cytotoxicity %,human PMI inhibitors
S=C(NC1CCCCC1)N1CCOCCOCCN(C(=S)NC2CCCCC2)CCOCCOCC1,i,22,x,x,-0.8,1313,x,x,-1.6,840,-1,685,x,x,x,x
Cc1cc(C)c(NC(=O)C2CCCN2CCO)c(C)c1 (stereo not given),i,27,i,0,x,x,1.1,3%,-0.1,1294,-26,679,2.6,1.9,13,-4%
Cc1ccccc1OCc1nc2ccccc2c(=O)n1/N=C/c1cn[nH]c1-c1ccc(Br)cc1,i,2,i,9,26,222,1.1,14%,-0.3,1078,-7,662,26,2.5,33,18%

# The list continues.
SMILES,T cell HTS,T cell HTS vesicle-bound %,Autophagy HCS,Autophagy HCS cell loss 18 h,b-catenin transl,b-catenin transl cell count 5 µM,TNAP activators,PMI inhibitors,Insulin prom up,Insulin prom up cell count,Hep lipid drop,Hep lipid drop cells 6.5 µM,MT stabilize HCS,MT stabilize HCS Hoechst-high %,MT stabilize HCS cytotoxicity %,human PMI inhibitors
CCSc1nnc(NS(=O)(=O)c2ccc(C)cc2)s1,i,46,i,-1,x,x,1,-17%,0.09,1472,29,651,2.3,2.4,6.1,-18%
CC(C)CNC(=O)COC(=O)c1ccccc1OCC(=O)Nc1ccc(Br)cc1,i,38,i,-6,-2.1,1019,1,10%,-0.2,1340,-6,635,4.1,2.4,6.7,11%
O=C(c1ccc(Br)o1)N(Cc1ccccc1)Cc1ccccc1,i,54,i,14,x,x,1.1,3%,0.12,1113,-15,724,2.6,1.7,7.7,-1%
Cc1[nH]c(=O)[nH]c(=O)c1CSc1nnc([C@@H](NC(=O)OC(C)(C)C)C(C)C)o1,i,16,i,0,-2.6,1051,1.1,-1%,-0.65,1497,x,x,1.5,1.9,8.1,3%
C/C(=N\Nc1ccc2nncn2n1)c1ccc(Cl)s1,i,46,x,x,0.7,1274,x,x,0.73,1118,11,772,x,x,x,x
Cc1ccc(OCCNc2ccc(C(F)(F)F)cc2[N+](=O)[O-])cc1,i,35,i,5,-0.3,991,1,6%,0.26,1234,-11,600,2.6,2.6,6.9,0%
CC(=O)Nc1nc(-c2ccc3c(c2)OCO3)cs1,i,31,x,x,0.2,1271,x,x,0.56,1026,1,745,x,x,x,x
S=C(NCc1ccccn1)Nc1ccc(Br)cc1Cl,i,25,i,16,-1.5,1086,1,10%,-0.71,1459,-15,696,2.0,1.6,2.4,15%
O=c1nc2c(-c3ccccc3F)n[nH]n2c2ccccc12,i,26,i,12,x,x,1,5%,x,x,x,x,5.4,3.7,5.1,6%
CCN(CC)CC(O)Cn1c(-c2cccc(Cl)c2)nc2cc(C)c(C)cc21 (stereo not given),i,8,x,x,-0.6,1296,x,x,-0.16,1131,15,647,x,x,x,x
COc1ccccc1C(=O)Nc1c2c(nn1-c1cccc(C)c1C)CS(=O)C2 (stereo not given),i,32,i,1,x,x,1.1,13%,0,894,17,776,2.5,2.6,10,8%
C=CCSc1nnc(-c2cnn(-c3ccccc3)c2-n2cccc2)n1C,i,50,i,-2,-0.2,1076,1.1,-7%,x,x,-4,761,1.0,0.8,5.5,0%
O=C(Nc1ncc2c(n1)-c1ccccc1CC2)c1cccc(Cl)c1,i,29,i,18,x,x,1.1,8%,x,x,x,x,44*,49*,48*,8%
O=C(CSC1=NCCS1)NC1CCCCC1,i,26,i,3,1.3,1170,1.1,8%,0.44,1332,2,711,3.7,0.1,39,3%
COc1ccc(N(C(=O)c2ccn[nH]2)C(C(=O)NC(C)(C)C)c2ccc(F)cc2)cc1 (stereo not given),i,58,i,5,x,x,1.5,-3%,x,x,12,779,1.5,1.3,5.9,-1%
Cc1ccc(C(=O)CSc2nn3c(=O)c(C(C)(C)C)nnc3s2)cc1,i,23,i,-3,-5.4,929,1.1,10%,2.2,1424,x,x,3.6,2.0,9.2,7%
O=C(Nc1cnccn1)c1ccncc1,i,19,i,-4,0.1,1048,1,7%,0.83,1630,10,718,3.8,1.6,0.2,1%
Cc1ccsc1C(=O)OCC(=O)N1CCc2ccccc2C1,i,37,i,-5,0.6,1001,1,-12%,-0.03,1236,3,689,2.2,3.6,7.1,-5%
CCOC(=O)C1=NN(C(C)=O)C2(CC(=O)N(c3ccc(C)c(C)c3)C2=O)C1 (stereo not given),i,34,i,9,-0.4,877,1,4%,0.1,1345,4,680,2.1,1.7,4.6,14%
Cc1ccc(C)c(NC(=O)C(NCC(C)(C)N2CCOCC2)c2ccccc2)c1 (stereo not given),i,6,i,12,-2.9,1067,1,2%,0.32,1224,14,697,2.1,2.2,7.9,0%
Cc1ccc(OCCN2CCN(c3nc(NCc4ccco4)c4ccccc4n3)CC2)cc1,i,58,i,-5,2.6,894,1.4,-11%,-1.3,847,-27,573,2.9,2.5,10,-7%
Cc1cccc(N(CC(=O)NC2CCCC2)C(=O)c2c(C)noc2C)c1,i,20,i,-1,1.5,1357,1.1,0%,-0.84,1602,x,x,2.0,1.9,4.8,-3%
CSc1ccccc1-n1nnnc1SCc1ccccc1,i,26,i,-3,x,x,1.1,10%,x,x,-28,759,3.4,2.1,4.5,3%
Cc1cc(C(=O)Nc2c(C)nn(Cc3ccc(F)cc3)c2C)on1,i,40,i,3,x,x,1.2,0%,0.28,851,x,x,1.3,3.7,5.9,-7%
Cc1cccc(NC(=O)c2cc3c([nH]c4ccccc43)c(C)n2)c1C,i,47,i,9,-1.2,1114,1.1,14%,0.79,1574,27,655,4.2,2.6,6.7,13%
O=C(CCNC(=O)c1ccc([N+](=O)[O-])cc1)Nc1ccccc1N1CCOCC1,i,6,i,-1,0.2,1098,1,-2%,-0.52,1272,3,642,1.8,3.6,13,-2%
CC(C)c1ccccc1-n1cc[nH]c1=S,i,20,i,-9,-0.2,1019,1.6,-30%,0.01,1256,-6,688,1.8,1.5,4.5,-45%
CC(=O)CCc1ccc(OCCCCn2cncn2)cc1,i,58,i,9,-0.4,937,1,6%,x,x,-2,561,3.1,1.1,5.5,-2%
Cc1nc(NC(=O)C2CCCCC2)sc1C,i,7,i,3,-1.4,1237,1.1,-4%,x,x,-4,718,3.0,2.4,11,-12%
O=c1oc(-c2cccs2)nc2ccc(Cl)cc12,i,52,i,15,-0.3,972,1.1,-12%,0.23,1657,22,711,3.1,1.1,1.1,-23%
Cc1nn(C)c(C)c1NC(=O)CC12CC3CC(CC(C3)C1)C2,i,51,i,-1,-5.0,1129,1.2,-3%,-0.68,1598,8,703,2.9,3.8,9.4,-1%
